IDH1 mut inh: inhibitors of IDH1 R132H reductase, primary screen, biochemical, plate reader, single point; Isocitrate dehydrogenase [NADP] cytoplasmic (Homo sapiens), O75874; diaphorase/resazurin fluorescence, 60 min; inhibition, % at 10 µM; 70,000 tested, 0.18% active; AID 624101, 2012; in the data active means inhibition above about 34%; inconclusive means no clear call, values can overlap the other calls; inactive means below about 11%;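 further: 0% = DMSO and 100% = no enzyme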
Target sequence (O75874 whole entry R132H): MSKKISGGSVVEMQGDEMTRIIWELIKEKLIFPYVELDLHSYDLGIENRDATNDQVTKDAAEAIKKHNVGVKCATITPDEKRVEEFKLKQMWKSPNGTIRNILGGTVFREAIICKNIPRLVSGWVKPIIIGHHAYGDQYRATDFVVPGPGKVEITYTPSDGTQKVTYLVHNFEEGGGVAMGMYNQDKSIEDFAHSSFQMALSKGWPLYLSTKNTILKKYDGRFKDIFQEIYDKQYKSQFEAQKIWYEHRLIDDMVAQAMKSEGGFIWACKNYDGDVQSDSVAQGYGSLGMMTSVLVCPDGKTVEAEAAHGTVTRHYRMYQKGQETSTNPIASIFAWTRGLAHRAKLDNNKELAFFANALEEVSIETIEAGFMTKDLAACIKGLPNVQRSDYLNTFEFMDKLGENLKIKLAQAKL
PRC2 inh: EZH2/PRC2 methyltransferase inhibitors, primary screen, biochemical, DELFIA time-resolved fluorescence, single point | AID 651548, 2012 | Histone-lysine N-methyltransferase EZH2 (Homo sapiens), Q15910 | 57,000 tested, 0.35% active | PRC2 H3K27 methylation, DELFIA TRF, 1 h | inhibition, % at 12.5 µM;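 active means mean inhibition of replicates at least 50% and every single replicate also reaching 50%; inconclusive means mean inhibition at least 50% but some replicate falls below 50%; inactive means mean inhibition under 50%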;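 further: dimethyl H3K27 on biotinylated H3 21-44 peptide detected by antibody; plate controls were median neutral control wells for no effect and median positive control wells for full effect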
The depositor's hits bear a star; u = inconclusive; x = no result given. These rows are one share of the data (hit frequency here may not be typical).

Below each SMILES – IDH1 mut inh	PRC2 inh
> C[C@@H]1CCCCO[C@H](CN(C)C(=O)c2ccccc2)[C@@H](C)CN([C@@H](C)CO)C(=O)c2cc(NC(=O)c3ccccc3)ccc2O1
 : 2.4	-7
> C[C@@H]1CN([C@@H](C)CO)C(=O)Cc2cc(NC(=O)C3CCCCC3)ccc2O[C@@H]1CN(C)C(=O)Nc1ccccc1
 : x	-6
> COc1ccccc1-c1cnc2c(c1)C(=O)N([C@@H](C)CO)C[C@@H](C)[C@H](CN(C)C(C)=O)O2
 : -12	2
> Cc1cccc(OCC(=O)Nc2ccc3c(c2)nc(CN2CCCCC2)n3C)c1
 : 1.4	5
> CC1(C)NC(=O)N(CC(=O)Nc2ccc(Br)cc2)C1=O
 : 0.2	-9
> Cc1noc(C)c1NC(=O)N(C)C[C@@H]1OCCCC[C@H](C)Oc2ccc(NC(=O)Nc3ccccc3)cc2C(=O)N([C@@H](C)CO)C[C@H]1C
 : -0.3	x
> C[C@@H]1CN([C@@H](C)CO)C(=O)c2cc(NC(=O)C3CCCCC3)ccc2O[C@@H]1CN(C)CC1CCCCC1
 : 0.0	x
> CC(C)NC(=O)N(C)C[C@H]1Oc2ccc(NC(=O)Nc3ccccc3)cc2C(=O)N([C@@H](C)CO)C[C@H]1C
 : -1.3	2
> Cc1ccc(S(=O)(=O)N(C)C[C@H]2OCCCC[C@@H](C)Oc3ccc(NC(=O)c4ccncc4)cc3C(=O)N([C@@H](C)CO)C[C@@H]2C)cc1
 : 0.3	x
> COc1cccc(S(=O)(=O)Nc2ccc3c(c2)[C@H]2C[C@@H](CC(=O)NCc4cccc(F)c4)O[C@H](CO)[C@H]2O3)c1
 : -1.0	-5
> C[C@@H]1CCCCO[C@H](CN(C)CC2CC2)[C@H](C)CN([C@@H](C)CO)C(=O)c2cc(NS(=O)(=O)c3ccc(F)cc3)ccc2O1
 : 2.4	x
> O=C(C[C@@H]1CC[C@H](NS(=O)(=O)c2cccc(F)c2)[C@@H](CO)O1)NCc1ccc2c(c1)OCO2
 : 0.3	2
> COc1ccc(C#Cc2cnc3c(c2)C(=O)N([C@H](C)CO)C[C@H](C)[C@H](CN(C)S(C)(=O)=O)O3)cc1OC
 : -1.6	-26
> CO[C@@H]1CN(C)C(=O)c2cc(NC(=O)NC(C)C)ccc2OC[C@@H](C)N(Cc2ccccc2)C[C@H]1C
 : 0.0	-3
> Cc1ccc(OCC(=O)Nc2cccc(C(=O)O)c2C)cc1
 : -0.3	-5
> CCCCn1c(SCC(=O)O)nc2ccccc21
 : -0.3	1
> O=C(C[C@H]1C=C[C@H](NC(=O)Nc2ccc3c(c2)OCO3)[C@@H](CO)O1)NCc1ccc(F)cc1
 : 0.2	-4
> CC(C)NC(=O)Nc1ccc2c(c1)C(=O)N([C@@H](C)CO)C[C@H](C)[C@H](CN(C)S(=O)(=O)c1cccs1)OCCCC[C@@H](C)O2
 : -0.3	x
> CCC(=O)Nc1ccc2c(c1)OC[C@H](C)N(Cc1ccccc1F)C[C@H](C)[C@H](OC)CN(C)C2=O
 : 0.0	-8
> O=C(CCCCCC(=O)N/N=C/c1ccncc1Br)NO
 : -0.1	-10
> C[C@H](CO)N1C[C@H](C)[C@@H](CN(C)Cc2ccc(C(=O)Nc3ccccc3N)cc2)Oc2ccc(NS(=O)(=O)c3cn(C)cn3)cc2CC1=O
 : -2.4	x
> COc1ccc(C(=O)C(C)Oc2cccc(NC(=O)c3ccccc3[N+](=O)[O-])c2)cc1 (stereo not given)
 : 0.1	-17
> C[C@@H]1CN([C@H](C)CO)C(=O)Cc2cc(NS(=O)(=O)c3ccccc3)ccc2O[C@H]1CN(C)C
 : 2.1	x
> C[C@@H]1CN([C@H](C)CO)C(=O)c2cc(NC(=O)Nc3ccc(C(F)(F)F)cc3)ccc2O[C@@H]1CN(C)C(=O)Nc1ccc2c(c1)OCO2
 : 1.8	x
> C/C=C/c1cnc2c(c1)C(=O)N([C@@H](C)CO)C[C@@H](C)[C@H](CN(C)S(=O)(=O)c1ccccc1)O2
 : -3.4	0
> Cc1noc(C)c1S(=O)(=O)Nc1ccc2c(c1)C(=O)N([C@H](C)CO)C[C@@H](C)[C@H](CN(C)CC1CCCCC1)O2
 : 0.0	x
> CCCNC(=O)C[C@H]1C[C@@H]2c3cc(NS(=O)(=O)c4cccc(OC)c4)ccc3O[C@@H]2[C@@H](CO)O1
 : -0.2	-6
> C[C@@H]1CN([C@@H](C)CO)S(=O)(=O)c2ccc(-c3ccncc3)cc2O[C@@H]1CN(C)Cc1cccnc1
 : x	2
> CCC(=O)N(C)C[C@H]1Oc2cc(C#Cc3ccncc3)ccc2S(=O)(=O)N([C@H](C)CO)C[C@H]1C
 : u	-6
> CCCNC(=O)N(C)C[C@@H]1Oc2ncc(C#CC3(O)CCCC3)cc2C(=O)N([C@H](C)CO)C[C@@H]1C
 : -0.8	3

An excerpt taken from the entries so far, for reference:
Below each SMILES – IDH1 mut inh	PRC2 inh
> C[C@@H]1CCCCO[C@H](CN(C)C(=O)c2ccccc2)[C@@H](C)CN([C@@H](C)CO)C(=O)c2cc(NC(=O)c3ccccc3)ccc2O1
 : 2.4	-7
> C[C@@H]1CN([C@@H](C)CO)C(=O)Cc2cc(NC(=O)C3CCCCC3)ccc2O[C@@H]1CN(C)C(=O)Nc1ccccc1
 : x	-6
> COc1ccccc1-c1cnc2c(c1)C(=O)N([C@@H](C)CO)C[C@@H](C)[C@H](CN(C)C(C)=O)O2
 : -12	2

Remaining list, next part.
Below each SMILES – IDH1 mut inh	PRC2 inh
> CCCNC(=O)C[C@H]1C[C@@H]2c3cc(NC(=O)Nc4ccc(F)cc4)ccc3O[C@@H]2[C@H](CO)O1
 : -0.3	5
> O=C(Nc1ccc(Cl)cc1)N[C@H]1CC[C@@H](CCn2cc(Cc3ccccc3)nn2)O[C@H]1CO
 : -0.2	-3
> C[C@H]1CN([C@@H](C)CO)S(=O)(=O)c2ccc(/C=C/c3ccccc3)cc2O[C@H]1CN(C)C(=O)c1ccccc1
 : -8.7	15
> O=C(CSc1nc2nc3c(cc2c(=O)n1-c1ccccc1)CCCC3)Nc1ccc(Cl)cc1
 : 0.1	-6
> COc1ccc(S(=O)(=O)Nc2cccc3c2O[C@@H](CN(C)C(=O)Nc2c(C)noc2C)[C@H](C)CN([C@H](C)CO)C3=O)cc1
 : -0.1	x
> C[C@@H]1CCCCO[C@@H](CN(C)S(=O)(=O)c2cccs2)[C@H](C)CN([C@H](C)CO)C(=O)c2cc(NS(=O)(=O)c3ccc(Cl)cc3)ccc2O1
 : 2.6	x
> C[C@H](CO)N1C[C@H](C)[C@@H](CN(C)C(=O)C2CC2)Oc2cc(C#CC3CCCC3)ccc2S1(=O)=O
 : x	12
> CCC(=O)N(C)C[C@@H]1Oc2cc(-c3cccc(OC)c3)ccc2S(=O)(=O)N([C@@H](C)CO)C[C@@H]1C
 : -2.5	x
> C[C@@H]1CN([C@H](C)CO)C(=O)c2cc(NC(=O)Nc3cccc4ccccc34)ccc2O[C@H]1CN(C)C(=O)Nc1ccc2c(c1)OCO2
 : -5.8	x
> CO[C@H](CN(C)Cc1ccc2c(c1)OCO2)[C@H](C)CN(C(=O)c1ccccc1)[C@@H](C)CO
 : 0.1	1
> C[C@@H]1CN([C@H](C)CO)C(=O)c2cc(NC(=O)CCN3CCOCC3)ccc2O[C@H]1CN(C)Cc1ccc(C(=O)O)cc1
 : 0.8	x
> C[C@H]1CN([C@@H](C)CO)C(=O)c2cc(C#CCN(C)C)cnc2O[C@H]1CN(C)Cc1ccc2c(c1)OCO2
 : 3.2	-17
> CCCc1cn(CC[C@H]2CC[C@H](NS(=O)(=O)c3ccc(-c4ccccc4)cc3)[C@@H](CO)O2)nn1
 : -0.6	-3
> Cc1noc(C)c1NC(=O)N(C)C[C@@H]1Oc2ncc(C#Cc3cccc(F)c3)cc2C(=O)N([C@H](C)CO)C[C@@H]1C
 : 1.9	0
> O=C(CN1CCN(S(=O)(=O)c2cccc([N+](=O)[O-])c2)CC1)Nc1cc(Cl)ccc1Cl
 : 0.2	5
> O=C(C[C@H]1C=C[C@@H](NC(=O)Nc2ccc(C(F)(F)F)cc2)[C@@H](CO)O1)NCc1cccc(F)c1
 : 0.4	-8
> CCCN(C)C[C@H]1Oc2ncc(-c3cccc(C#N)c3)cc2C(=O)N([C@@H](C)CO)C[C@H]1C
 : -0.5	-17
> Cc1noc(C)c1NC(=O)Nc1ccc2c(c1)C(=O)N([C@@H](C)CO)C[C@@H](C)[C@@H](CN(C)C)O2
 : 0.2	x
> COC(=O)CCCCCCC(=O)N/N=C/c1ccc(N(C)C)cc1
 : -0.7	3
> COc1ccccc1S(=O)(=O)N[C@@H]1CC[C@H](CC(=O)N2CCN(C)CC2)O[C@H]1CO
 : -0.3	-4
> CNC[C@@H]1Oc2c(NC(=O)Nc3ccc(OC)cc3)cccc2C(=O)N([C@H](C)CO)C[C@@H]1C
 : x	-15
> COc1cccc(S(=O)(=O)N[C@H]2CC[C@H](CC(=O)NC3Cc4ccccc4C3)O[C@H]2CO)c1
 : -0.1	-5
> O=C(Cn1cnc2ccccc2c1=O)Nc1ccc(S(=O)(=O)N2CCCC2)cc1
 : -0.1	-1
> C[C@H](CO)N1C[C@H](C)[C@@H](CN(C)Cc2ccc3c(c2)OCO3)Oc2c(NC(=O)C3CCCCC3)cccc2C1=O
 : 2.9	-9
> CO[C@H](CN(C)Cc1nccs1)[C@@H](C)CN([C@H](C)CO)S(=O)(=O)c1ccc(F)cc1
 : 0.3	2
> C[C@@H]1CN([C@@H](C)CO)C(=O)Cc2cc(NC(=O)C3CC3)ccc2O[C@H]1CN(C)Cc1ccc2c(c1)OCO2
 : 8.6	-8
> C[C@@H]1CN([C@@H](C)CO)C(=O)CCCn2nncc2CO[C@H]1CN(C)Cc1ccc2c(c1)OCCO2
 : x	1
> O=C(Nc1ccccc1)Nc1ccc2c(c1)[C@H]1C[C@@H](CC(=O)N3CCOCC3)O[C@@H](CO)[C@H]1O2
 : 0.0	-24
> O=C(CN1C(=O)c2ccccc2S1(=O)=O)Nc1cccc(O)c1
 : -0.5	0
> O=C(C[C@@H]1C[C@@H]2c3cc(NC(=O)Nc4ccc(C(F)(F)F)cc4)ccc3O[C@@H]2[C@H](CO)O1)NCc1cc(F)ccc1F
 : 0.2	-3

Some of the entries so far, as labelled records.
COc1ccccc1S(=O)(=O)N[C@@H]1CC[C@H](CC(=O)N2CCN(C)CC2)O[C@H]1CO
  IDH1 mut inh = -0.3; PRC2 inh = -4

O=C(CN1C(=O)c2ccccc2S1(=O)=O)Nc1cccc(O)c1
  IDH1 mut inh = -0.5; PRC2 inh = 0

Remaining list, next part
Below each SMILES – IDH1 mut inh	PRC2 inh
> COc1cccc(CNC(=O)C[C@H]2C=C[C@@H](NC(C)=O)[C@H](CO)O2)c1
 : 0.3	1
> C/C=C/c1ccc2c(c1)O[C@@H](CN(C)Cc1ccc(F)cc1)[C@@H](C)CN([C@H](C)CO)S2(=O)=O
 : 1.5	31
> COc1ccc(S(=O)(=O)Nc2ccc3c(c2)C(=O)N([C@@H](C)CO)C[C@@H](C)[C@H](CN(C)Cc2ccc(C(=O)O)cc2)OCCCC[C@@H](C)O3)cc1
 : 3.5	x
> COc1ccc(NC(=O)N(C)C[C@@H]2Oc3ncccc3C(=O)N([C@H](C)CO)C[C@@H]2C)cc1
 : 8.9	5
> C[C@H](CO)N1C[C@H](C)[C@H](CN(C)Cc2ccccc2)Oc2ccc(NC(=O)Nc3ccc4c(c3)OCO4)cc2CC1=O
 : x	-14
> Cc1noc(C)c1NC(=O)Nc1cccc2c1O[C@@H](CN(C)C)[C@H](C)CN([C@H](C)CO)C2=O
 : -1.2	x
> C[C@H](CO)N1C[C@H](C)[C@@H](CN(C)C(=O)CN2CCOCC2)Oc2ncc(-c3ccncc3)cc2C1=O
 : 0.8	8
> C[C@@H]1CCCCO[C@H](CN(C)S(=O)(=O)c2ccc(Cl)cc2)[C@@H](C)CN([C@H](C)CO)C(=O)c2cc(NS(=O)(=O)c3ccc(Cl)cc3)ccc2O1
 : 2.9	x
> COc1ccc(NC(=O)N[C@H]2CC[C@H](CC(=O)NCc3ccccn3)O[C@H]2CO)cc1
 : -0.2	8
> Cc1noc(C)c1S(=O)(=O)Nc1ccc2c(c1)C(=O)N([C@@H](C)CO)C[C@@H](C)[C@@H](CN(C)C(=O)NC(C)C)OCCCC[C@H](C)O2
 : 3.6	x
> C[C@H](CO)N1C[C@H](C)[C@@H](CN(C)C(=O)Nc2ccc(F)cc2)Oc2ccc(N(C)C)cc2CC1=O
 : -4.6	x
> COCC(=O)N(C)C[C@H]1Oc2cc(-c3cccc(F)c3)ccc2S(=O)(=O)N([C@@H](C)CO)C[C@@H]1C
 : 0.1	9
> O=C(CSc1nc2ccccc2o1)c1cc2ccccc2oc1=O
 : 0.0	-26
> Cc1ccc(S(=O)(=O)Nc2ccc3c(c2)C(=O)N([C@H](C)CO)C[C@@H](C)[C@@H](CN(C)S(=O)(=O)c2ccc(Cl)cc2)OCCCC[C@@H](C)O3)cc1
 : 0.5	x
> O=S(=O)(N[C@@H]1CC[C@@H](CCn2cc(-c3cccnc3)nn2)O[C@@H]1CO)c1ccccc1
 : -0.6	-2
> COc1ccc(NC(=O)N(C)C[C@@H]2OCCCC[C@@H](C)Oc3ccc(N(C)C)cc3C(=O)N([C@H](C)CO)C[C@@H]2C)cc1
 : 0.6	1
> C[C@H]1CN([C@@H](C)CO)C(=O)c2cc(NC(=O)C3CC3)ccc2O[C@H]1CN(C)C(=O)Nc1cccc2ccccc12
 : -3.7	x
> Cc1ccc(S(=O)(=O)N[C@@H]2CC[C@H](CC(=O)NCc3ccc(Cl)c(Cl)c3)O[C@@H]2CO)cc1
 : -0.5	-1
> COC(CN1C(=O)C2C3C=CC(C3)C2C1=O)OC (stereo not given)
 : 0.2	16

Screening results from PubChem BioAssay.
